GPR35 antagonists: GPR35 antagonists blocking zaprinast-driven arrestin recruitment, primary screen, imaging, U2OS, beta-arrestin-GFP, zaprinast agonist (AID 2058); G-protein coupled receptor 35 (Homo sapiens); U2OS GPR35 beta-arrestin-GFP translocation imaging, zaprinast antagonism; higher % means a stronger effect; one-dose inhibition, % at 10 µM; IC50 in µM for titrated hits; actives 0.052% (n = 290,000);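 active = inhibition of at least 50% with at least 30 cells and total cytoplasm GFP at most 10,000,000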
NTR1 ag: agonists of NTR1, primary screen, imaging, U2OS cells, beta-arrestin-GFP, high content (AID 493036). activation, % at 20 µM. NTR1-U2OS beta-arrestin-GFP spot imaging, agonist mode. Neurotensin receptor type 1 (Homo sapiens), P30989. actives 0.17% (n = 330,000);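 active = activation at or above 40% of the spot to cytoplasm intensity ratio, with at least 20 cells analyzed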;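 note: 0% = DMSO without peptide and 100% = 100 nM NTR1 peptide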
Target sequence (P30989 whole entry, looked up): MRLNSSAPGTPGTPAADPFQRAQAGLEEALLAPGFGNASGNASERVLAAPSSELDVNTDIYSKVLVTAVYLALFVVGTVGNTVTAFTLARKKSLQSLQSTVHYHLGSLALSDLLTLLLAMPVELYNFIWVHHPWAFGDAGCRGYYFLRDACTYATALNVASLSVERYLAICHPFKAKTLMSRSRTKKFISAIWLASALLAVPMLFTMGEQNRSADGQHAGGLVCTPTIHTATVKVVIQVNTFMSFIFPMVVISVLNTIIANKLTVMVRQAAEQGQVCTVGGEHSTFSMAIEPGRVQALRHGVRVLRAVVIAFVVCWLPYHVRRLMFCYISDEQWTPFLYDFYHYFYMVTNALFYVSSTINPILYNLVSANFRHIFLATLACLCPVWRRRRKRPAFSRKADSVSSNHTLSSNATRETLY
West Nile virus CPE: West Nile virus antiviral activity, cell-based, CPE readout (AID 1621); CPE inhibition, % at 10 µM, or IC50 in µM where a hit was titrated; West Nile virus-infected cells, CPE inhibition; higher % means a stronger effect; actives 0.02% (n = 290,000); in the data active = a potency from the dose series; note: strong numbers were not always called active
GPR55 activation: GPR55 agonists via beta-arrestin recruitment, primary screen, imaging, U2OS cells, beta-arrestin-GFP redistribution (AID 1961); G-protein coupled receptor 55 (Homo sapiens); U2OS GPR55 beta-arrestin-GFP redistribution imaging; higher % means a stronger effect; activation, % at 10 µM; hits with a dose series show EC50 in µM; actives 0.048% (n = 290,000);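 active = activation above 40% with more than 50 cells counted in the well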;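 note: U2OS osteosarcoma cells stably expressing GPR55 and beta-arrestin-GFP; plate controls were DMSO negative control for no effect and LPI positive control for full effect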
PhoP inhibition: inhibitors of PhoP regulon expression, primary screen, Salmonella Typhimurium, GFP reporter (AID 1863) | actives 0.16% (n = 300,000) | S. Typhimurium PhoP-regulated promoter GFP reporter, 4 h; higher % means a stronger effect | inhibition, % at 50 µM; hits with a dose series show IC50 in µM;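 active = inhibition over 29.93%, a cutoff 3 SD above the screen mean, later confirmed by dose response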;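 note: 0% = low Mg2+ inducing control and 100% = high Mg2+ repressing control; strong numbers were not always called active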
KOR beta-arrestin-1: KOR agonists, beta-arrestin recruitment, primary screen, cell-based, luminescence, uHTS (AID 1777) | KOR beta-arrestin recruitment, luminescence; higher % means a stronger effect | activation, % at 10 µM, or EC50 in µM where a hit was titrated | Kappa-type opioid receptor (Homo sapiens) | actives 0.02% (n = 280,000); in the data active = activation above about 50%, passing the limit was not always enough; note: a part of the inactive calls stands beside numbers as strong as those of hits
GPR55 antagonists: GPR55 antagonists blocking LPI-driven arrestin recruitment, primary screen, imaging, U2OS, beta-arrestin-GFP, LPI agonist (AID 2013); one-dose inhibition, % at 10 µM; IC50 in µM for titrated hits; actives 0.13% (n = 290,000); U2OS GPR55 beta-arrestin-GFP translocation imaging, LPI antagonism; higher % means a stronger effect; G-protein coupled receptor 55 (Homo sapiens);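 active = spots per cell inhibited over 60%, with over 100 cells counted and total cytoplasm intensity under 500,000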;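 note: U2OS cells stably carrying GPR55 and arrestin-GFP stimulated by 5 µM LPI near EC80; imaged beta-arrestin-GFP aggregate spots per cell after agonist stimulation; plate controls were LPI-stimulated DMSO wells for no effect and DMSO wells without LPI for full effect; some results filed as inactive read as strong as hits; confirmed hits need IC50 under 10 µM and bright autofluorescent wells are also inconclusive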
KOR beta-arrestin-2: KOR antagonists, beta-arrestin recruitment, cell-based, luminescence, uHTS (AID 1778). actives 0.091% (n = 290,000). one-dose inhibition, % at 10 µM; IC50 in µM for titrated hits. Kappa-type opioid receptor (Homo sapiens). KOR beta-arrestin recruitment, luminescence, antagonist mode; higher % means a stronger effect; in the data active = inhibition above about 50%; note: strong numbers were not always called active
T cell HTS: modulators of CD8 T cell-vesicle binding, primary screen, mouse 2C CD8+ T cells, flow cytometry | 2C CD8+ T cell-vesicle binding; active compounds read low | calls only at 7 µM | actives 0.068% (n = 330,000);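 active = response, share of CD8 T cells binding vesicles, and their 90th percentile fluorescence all below set limits, cut at about 80% in these data, passing the limit was not always enough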
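Incubation: binding step 1.5 h, 37 °C, antibody labelling 20 min, ice; system: murine 2C transgenic CD8+ T lymphocytes; technique: cytometric PE anti-B7-1 and Alexa647 anti-CD8 signals after 1% paraformaldehyde fixation; also added: QL9-charged Drosophila Ld/ICAM-1/B7-1 vesicles; control set: naked versus QL9-loaded vesicles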
T cell HTS vesicle-bound %: also measured in T cell HTS; calls as there; double positive events, %; measured here: CD8+ vesicle-bound cell fraction;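 binding gate set so that unloaded-vesicle control wells show 10% double positive cells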
NTR1 ag cell count 20 µM: recorded beside NTR1 ag, whose call it bears; cell count; measured here: cell count, cytotoxicity flag
The depositor's hits bear a star; i = inactive; . = no result given; [ ] = another dose, or the depositor's remark.

molecule	GPR35 antagonists	NTR1 ag	NTR1 ag cell count 20 µM	West Nile virus CPE	GPR55 activation	PhoP inhibition	KOR beta-arrestin-1	GPR55 antagonists	KOR beta-arrestin-2	T cell HTS	T cell HTS vesicle-bound %
CCOc1ccccc1NC(=O)CCn1cccc1	-16%	-0.3	36	0.0%	0.7%	-8%	-0.4%	6%	10%	i	31
CC(c1ccc(Cl)cc1)n1c(-c2ccc3ccccc3n2)n[nH]c1=S (centres undefined)	-1%	6.3	48	-0.3%	0.2%	10%	-1.0%	11%	-15%	i	12
Cc1cc(C(=O)Nn2cnnc2)ccc1[N+](=O)[O-]	11%	0.7	54	-0.4%	-0.2%	3%	1.0%	4%	-13%	i	29
Cn1c(CC(=O)Nc2ccccc2F)nnc1SCC(=O)Nc1nccs1	20%	-0.9	38	-0.1%	0.2%	11%	0.6%	1%	-16%	i	54
Cc1cc2n(n1)C(c1ccco1)Nc1ccccc1-2 (centres undefined)	20%	1.2	52	0.9%	0.1%	-11%	-3.5%	5%	-8%	i	14
O=C1C2CC=C(Cl)CC2C(=O)N1CC1OCCc2ccccc21 (centres undefined)	-11%	-0.1	65	0.4%	-0.1%	-8%	-1.2%	-6%	7%	i	58
Cc1ccccc1Cn1c(=N)n(CC(O)c2ccco2)c2ccccc21 (centres undefined)	15%	-1.6	50	-0.7%	-0.2%	22%	-3.7%	47%	-7%	i	42
CCc1cc(Cl)c(OC)c(C(=O)NC[C@@H]2CCCN2CC)c1O	.	1.0	53	-0.8%	.	-8%	.	.	.	i	24
O=C(CSc1nnc(C2COc3ccccc3O2)o1)N1CCOCC1 (centres undefined)	9%	0.8	39	-0.2%	0.1%	-6%	-1.1%	10%	-13%	i	57
CC(C)OP(=O)(OC(C)C)C(Nc1cccc(C(=O)O)c1)c1ccccc1 (centres undefined)	0%	0.2	51	0.1%	-0.2%	-11%	2.1%	2%	2%	i	32
CN(C)c1ccc(Nc2ccc([N+](=O)[O-])cn2)cc1	-6%	0.2	64	-0.1%	-0.1%	3%	-0.6%	-3%	-14%	i	49
Cc1c2c(=O)n(-c3nc4ccccc4s3)nc-2cc(O)n1Cc1ccccc1	-12%	.	.	0.2%	-0.1%	-7%	4.1%	-7%	0%	.	.
COc1ccc(OC)c(C(=O)NC(CC(N)=O)c2ccc(NCCN3CCCCC3)c([N+](=O)[O-])c2)c1 (centres undefined)	0%	-0.5	68	0.3%	0.0%	3%	-1.7%	11%	-9%[20 µM]	i	14
COC(C(=O)NNS(=O)(=O)c1ccc([N+](=O)[O-])cc1)c1ccccc1 (centres undefined)	-10%	0.2	60	0.6%	-0.2%	4%	-1.1%	6%	8%	i	22
CCOc1ccc(-c2nnn(CC(=O)NCc3ccco3)n2)cc1	13%	0.2	80	-0.3%	-0.1%	5%	-3.1%	-6%	19%	i	27
CCCN(CCC)S(=O)(=O)c1ccc(C(=O)NCc2ccco2)cc1	7%	0.4	62	-0.4%	-0.1%	7%	-3.4%	-4%	35%	i	48
O=C(Cc1ccc(Br)cc1)NC1CCN(Cc2ccccc2)CC1	7%	1.8	58	-1.6%	0.3%	-2%	-1.1%	-5%	-26%	i	16
CSc1cccc(NC(=O)CCn2c(=O)c3cccn3c3cccnc32)c1	3%	2.1	64	0.5%	-0.2%	-10%	-7.3%	13%	-15%	i	12
Cn1cc(Br)c(C(=O)NN2C(=O)C3C(C2=O)C2C=CC3C23CC3)n1 (centres undefined)	14%	2.2	48	-0.5%	-0.1%	-2%	-8.3%	5%	-6%[20 µM]	i	4
CCCc1cc(=O)oc2c3c(cc(OCC(=O)NCCN4CCOCC4)c12)OC(C)(C)CC3	-4%	3.0	92	-0.8%	-0.1%	-2%	-7.8%	-7%	11%[20 µM]	i	19

(next part)
molecule	GPR35 antagonists	NTR1 ag	NTR1 ag cell count 20 µM	West Nile virus CPE	GPR55 activation	PhoP inhibition	KOR beta-arrestin-1	GPR55 antagonists	KOR beta-arrestin-2	T cell HTS	T cell HTS vesicle-bound %
Cc1cccc(C(=O)NCC(=O)NC(C)CCc2ccccc2)c1 (centres undefined)	3%	0.2	53	-0.7%	-0.1%	-6%	1.3%	10%	-2%	i	61
CCOC(=O)c1ccccc1NC(=O)CSc1nc2ccncc2[nH]1	8%	-0.9	74	-0.9%	-0.3%	6%	-3.4%	-10%	-34%	i	41
O=C(NCc1cccs1)c1nc2c(nnn2Cc2ccccc2Cl)c(=O)[nH]1	9%	.	.	25%	1.0%	13%	-6.9%	14%	11%	i	28
COc1cccc(CN(C)C(=O)c2ccc(NS(=O)(=O)c3ccc4[nH]c(=O)[nH]c4c3)cc2)c1OC	-1%	-0.4	45	0.3%	-0.2%	-7%	2.6%	8%	-8%	i	52
CCCCN(C)CCNC(=O)Cn1ncc2c(=O)oc3ccc(C)cc3c21	12%	0.1	82	-0.1%	0.4%	0%	14%	3%	-2%	i	13
CCOc1ccccc1NC(=O)C1CCCN(S(=O)(=O)c2ccccc2)C1 (centres undefined)	17%	0.6	53	-0.9%	-0.2%	2%	1.0%	-5%	-40%	i	25
CS(=O)(=O)c1ccc(-c2nnn(CC(=O)Nc3ccc4c(c3)OCCO4)n2)cc1	7%	0.4	59	2.7%	-0.1%	3%	-1.5%	7%	-21%	i	20
Cn1cnc([N+](=O)[O-])c1SCC(O)CN1CCCCC1 (centres undefined)	-5%	-0.4	75	0.3%	-0.2%	-2%	-4.0%	2%	14%	i	38
C(#CC12CC3CC(CC(C3)C1)C2)CN1CCOCC1	5%	-0.4	45	0.6%	0.1%	-3%	-3.2%	-1%	-5%	i	12
CSC1=NCCN1C(=O)c1cccc(Br)c1	-2%	-1.5	86	0.2%	-0.2%	-1%	-0.2%	15%	-14%	i	51
COC(=O)/C=C/C(=O)N1CCN(c2ccccc2C)CC1	4%	0.0	66	-1.1%	0.4%	-9%	5.9%	7%	2%	i	4
Cc1cc(Cl)ccc1N(CC(=O)NCCSCc1ccco1)S(C)(=O)=O	-3%	-0.2	63	1.1%	0.2%	2%	-3.7%	2%	16%	i	30
Cc1ccc(-n2cc(CN3CCN(c4ccccn4)CC3)c(-c3ccc(F)cc3)n2)cc1	8%	2.3	63	-0.6%	0.1%	10%	-5.3%	20%	-15%	i	30
COc1cccc(OC)c1C(=O)Nc1ccc(CN2CCOCC2)cc1	0%	-0.8	52	0.4%	-0.3%	-14%	-0.8%	-4%	26%	i	12
C[C@@H](C(=O)OCC(=O)Nc1cc(S(=O)(=O)N2CCOCC2)ccc1Cl)N1C(=O)C2CCCCC2C1=O (some centres undefined)	-1%	1.6	70	0.3%	-0.4%	-13%	-5.0%	6%	4%	i	45
O=C1c2ccccc2C(=O)N1Cc1ccco1	4%	2.0	47	-0.1%	-0.2%	9%	-3.7%	3%	-3%	i	22
O=C(O)c1ccc(COc2ccccc2Cl)cc1	4%	0.1	76	0.2%	-0.3%	-22%	-9.5%	10%	-20%	i	31
Cc1ccn2c(NCc3ccc4c(c3)OCO4)c(-c3ccc(O)cc3)nc2c1	6%	5.1	47	0.2%	-0.1%	20%	3.8%	-12%	17%	.	.
CCNc1nc(NC(C)(C)C)nc(N2CCCC2)n1	-12%	5.9	48	.	-0.4%	1%	-2.5%	20%	34%	i	46
Cc1ccc2cc(CN(CCN3CCOCC3)Cc3nnnn3Cc3ccco3)c(=O)[nH]c2c1C	8%	.	.	0.3%	-0.3%	2%	-1.3%	4%	25%	.	.

The listing continues:
molecule	GPR35 antagonists	NTR1 ag	NTR1 ag cell count 20 µM	West Nile virus CPE	GPR55 activation	PhoP inhibition	KOR beta-arrestin-1	GPR55 antagonists	KOR beta-arrestin-2	T cell HTS	T cell HTS vesicle-bound %
COCCOC(=O)C1=C(C)Nc2ncnn2C1c1ccccc1 (centres undefined)	2%	0.3	74	-0.4%	0.2%	-2%	-5.2%	-11%	-28%	i	31
Cc1ccc(C(=O)Nc2cccc(C(F)(F)F)c2)cc1Nc1ccccn1	16%	3.5	79	-0.5%	-0.1%	-3%	18%	14%	-28%	i	20
CCOc1ccc(C(=O)OCC(=O)NC(C)C)cc1	5%	1.4	56	0.3%	0.7%	-5%	-1.1%	8%	-6%	i	60
O=C1C(c2ccccc2)SC(=Nc2ccccc2)N1S(=O)(=O)c1ccccc1 (centres undefined)	-10%	0.7	52	0.3%	0.1%	9%	-0.2%	3%	1%	i	53
Cc1ccc(-c2noc(CCC(=O)N3CCN(c4cccc(C(F)(F)F)c4)CC3)n2)cc1	-2%	7.0	49	-0.4%	0.2%	14%	1.4%	-2%	-9%	i	26
Cc1ccc(CNC(=O)C2CCN(C(=O)c3cccc(Cl)c3)CC2)cc1	-2%	-0.8	60	-1.2%	-0.1%	-1%	-0.9%	8%	29%	i	13
O=C(NCCCN1CCOCC1)C(=O)N/N=C/c1ccccc1Cl	10%	-0.2	42	0.2%	-0.1%	-5%	1.9%	-1%	-5%	i	13
CC(C)(C)NC(=O)C(=O)NNC(=O)COc1ccccc1	3%	0.8	44	-0.4%	-0.2%	0%	0.2%	-6%	19%	i	44
COc1cc(/C=C/C(=O)NNc2c(F)c(F)cc(F)c2F)ccc1OC(F)F	-2%	0.1	42	-0.2%	-0.1%	0%	0.8%	5%	-1%	i	27
Cc1ccc(N2CCCCn3c2nc2c3c(=O)[nH]c(=O)n2C)cc1	13%	3.7	61	0.1%	0.4%	-1%	-8.2%	0%	-14%	i	46
O=C(O)C(Cc1ccccc1-c1ccccc1)C(=O)O	-8%	-2.0	37	0.4%	0.4%	-2%	4.0%	5%	3%	i	48
C#CCOCCOCCOCCNc1nc(N2CCN(C(=O)[C@H](CCC(=O)O)n3cc(C(N)CO)nn3)CC2)nc(N2CCN(C(=O)[C@H](Cc3cc4ccccc4[nH]3)n3cc(C(N)[C@H](C)CC)nn3)CC2)n1 (some centres undefined)	-16%	-1.1	94	-0.3%	-0.2%	-1%	0.1%	8%	26%	i	28
CC(C)(C)c1ccc(/C=N/NC(=O)c2ccccn2)cc1	51%	0.8	67	-0.3%	0.8%	2%	-3.8%	0%	-38%	i	49
CN(C)C(CNC(=O)c1cccc(C#N)c1)c1ccco1 (centres undefined)	-3%	0.3	55	-0.2%	-0.4%	-2%	2.1%	4%	-8%	.	.
COc1ccc(C(c2nnnn2Cc2ccc(F)cc2)N2CCN(c3ccc(OC)cc3)CC2)cc1 (centres undefined)	-1%	1.6	51	-0.8%	-0.2%	5%	-1.5%	-4%	-11%	i	20

Compounds were not picked by outcome (roughly 0.62% active in at least one column).
